S3 lipid droplet: qHTS Assay for Lipid Storage Modulators in Drosophila S3 Cells; 320,000 tested, 0.64% active; Drosophila S3 cells, BODIPY lipid droplet fluorescence, 18-24 h; cells fed with added oleic acid; AID 2685, 2010; lipid storage change, negative = inhibition, % at the top dose, mostly 46.1 µM; hits show Potency in µM; active = well fitted inhibition curve with a large enough effect in the signal ratio, with a control signal flat, not every such curve was filed as active; inconclusive = small, poorly fitted or top-dose-only effect, or effect the other way, or a change in a side signal; the % refers to the signal ratio
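Drosophila S3 cells got compounds at several concentrations plus oleic acid (400 uM solution). Laser-scanning cytometry with 488 nm excitation read lipid droplets at 500-530 nm and cells at 575-640 nm. Percent activity was relative to 20 uM Triacsin C.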
S3 lipid droplet cell count max: further read-out of S3 lipid droplet, marked with its call; cell number change, %; measured here: cell count max response;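 cells counted by Cell Tracker Red CMTPX staining in the red channel; peak over a dose series mostly up to 46.1 µM; percent activity relative to internal control wells on each plate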
* hit, by the source's call; i = inactive; ? = inconclusive; nt = no result given; & = joins results of further samples; [ ] = remark or other dose. % is scaled to controls: 0 for no effect and ±100 for the full control effect; potency is read from the fitted curve at half-maximal effect. A portion of the library; the hit share may differ from the screen's.

Below each SMILES – S3 lipid droplet, S3 lipid droplet cell count max
1: COc1ccc(/C(O)=C2\C(=O)C(=O)N(c3cc(C)on3)C2c2ccccc2OC)cc1 (stereo not given)
    i, nt
2: NC(=O)CC(NC(=O)c1ccccc1)c1ccc(N2CCCCCCC2)c([N+](=O)[O-])c1 (stereo not given)
    -18.6%, 7.8
3: O=C(Nc1ccc(OCC(=O)N2CCOCC2)cc1)c1ccccc1Cl
    i, -10.9
4: Cc1ccc(N(CC(N)=O)C2SC(=O)N(Cc3ccccc3)C2=O)cc1 (stereo not given)
    9.8%, 1.1
5: CC(C(=O)OCC(=O)Nc1cccc(S(=O)(=O)N2CCOCC2)c1)N1C(=O)c2ccccc2C1=O (stereo not given)
    ?, nt
6: O=C(Cn1cnc2c(cnn2-c2ccc(F)cc2)c1=O)N1CCN(c2ccccc2F)CC1
    ?, nt
7: CCOC(=O)c1ccc(N=C2SC(C(=O)NC)CC(=O)N2Cc2ccc(F)cc2)cc1 (stereo not given)
    -0.9%, -9.3
8: CC1CCCCN1S(=O)(=O)c1ccc(NC(=O)c2ccco2)cc1 (stereo not given)
    ?, nt
9: CC(=O)Nc1ccc(Nc2nc(-c3cc4ccccc4oc3=O)cs2)cc1
    i, -19.0
10: CCOC(=O)N/N=C/c1cccc(Cl)c1Cl
    ?, nt
11: C/C(=N\NC(=O)c1c(Cl)c(C)nn1C)c1ccc(NC(=O)c2ccncc2)cc1
    ?, nt
12: CCCN(CCC)CCNC(=O)CCC(=O)Nc1ccc2nc(N3CCOCC3)cc(C)c2c1
    ?, nt
13: CCOc1ccccc1C=Nc1ccccc1C(=O)Nc1ccccc1
    ?, nt
14: Cc1ccccc1NS(=O)(=O)c1csc(C(N)=O)c1
    0.8%, -0.9
15: COC(=O)NCC12CC3CC(C1)CC(CNC(=O)OC)(C3)C2
    ?, nt
16: NC(=O)CC[C@@H]1NC(=O)C(Cc2ccc(O)cc2)NC(=O)c2cc([N+](=O)[O-])cc(F)c2NCCC[C@@H](C(N)=O)NC1=O (stereo not given in full)
    -5.0%, -8.3
17: O=C(Nc1cc(Cl)ccc1-n1cncn1)c1cc(F)c(F)c(F)c1F
    -8.9%, nt
18: CC1CN(C(=O)c2cn3ccccc3n2)CC(C)O1 (stereo not given)
    7.4%, -6.9
19: Cc1ccccc1NS(=O)(=O)c1cc(C(=O)Nc2cccc(N(C)S(C)(=O)=O)c2)ccc1C
    i, nt
20: CN(C)S(=O)(=O)c1cccc(C(=O)NCc2cccs2)c1
    ?, nt
21: C=CCn1c(=N)n(CC(O)COc2ccccc2OC)c2ccccc21 (stereo not given)
    ?, nt
22: CCn1nc(C(=O)OC2CCOC2=O)c2ccccc2c1=O (stereo not given)
    ?, nt
23: O=C(CN1CCOCC1)NCC12CC3CC(CC(C3)C1)C2
    7.6%, -5.1
24: COC(=O)CN1C(=O)N/C(=C/c2ccc(OC)cc2)C1=O
    -9.6%, -7.7
25: COC(=O)c1cc(-c2ccc(OC)cc2F)nc2nc(SC)[nH]c(=O)c12
    ?, nt
26: CC(=O)Nc1ccc(NC(=O)COC(=O)CCNS(=O)(=O)c2c(Cl)cccc2Cl)cc1
    ?, nt
27: CCOC(=O)N1CCN(c2c(NCCOC)c(=O)c2=O)CC1
    ?, nt
28: O=C(NCC1CCCO1)c1ccc(N2CCCCC2)c([N+](=O)[O-])c1 (stereo not given)
    i, -5.7
29: O=C(Nc1cccc(Br)c1)c1ccc2c(c1)SC1=NS(=O)(=O)CCN12
    ?, nt
30: CN1CCN(C(=O)C(=O)c2cn(CC(=O)N3CCCC3)c3ccccc23)CC1
    -3.0%, -8.7
31: CC(C)NC(=O)c1onc(CSc2nc3ccccc3[nH]2)c1C(=O)NC(C)C
    ?, nt
32: CC(C)(CO)C(O)C(=O)NCCC#N (stereo not given)
    6.9%, -11.1
33: COc1ccc2c(c1)c1ncn(Cc3ccccn3)c(=O)c1n2C
    -4.7%, 16.3
34: COc1ccc(CNC(=O)COC(=O)CCC2CCCCC2)cc1
    11.2%, 13.9
35: CC(NS(=O)(=O)/C=C/c1ccccc1)C(=O)NCCc1ccc(S(N)(=O)=O)cc1 (stereo not given)
    ?, nt
36: O=S(=O)(Nc1ccc(-c2cn3ccccc3n2)cc1)c1ccccc1
    0.7%, 2.7
37: COc1cccc(/C=C/C(=O)N2CCN(c3n[nH]c(=O)[nH]c3=O)CC2)c1OC
    -0.2%, 13.8
38: CCC(C)C(=O)Nc1nc2ccc(OC)cc2s1 (stereo not given)
    ?, nt
39: Cn1c(=O)c2[nH]c(NCCCN3CCOCC3)nc2n(C)c1=O
    -4.8%, 7.1
40: Cc1cccc(N2C(=O)CS/C2=N\NC(=O)c2cccnc2)c1C
    0.9%, 11.9
41: Brc1cc2c(cc1/C=N/Nc1nc(N3CCOCC3)nc(N3CCOCC3)n1)OCO2
    -12.0%, -2.2
42: Cc1cc(NC(=O)Cn2nc(-c3cccs3)ccc2=O)cc(C)c1Br
    ?, nt
43: Cc1ccc(C(=O)OCc2nc3ccccc3s2)o1
    ?, nt
44: CC(=O)Nc1cc(C(=O)N2CCc3ccccc3C2)ccc1Sc1ccc(F)cc1
    ?, nt
45: CC(=O)c1ccc(Oc2nc3c(c(=O)n(C)c(=O)n3C)n2C)cc1
    2.0%, 10.9
46: CCSc1cc(N2CCOCC2)nc(-c2ccccc2)n1
    ?, nt
47: O=c1[nH]nc(-c2ccc(NCCCO)c([N+](=O)[O-])c2)c2ccccc12
    ?, nt
48: COc1ccccc1CNC(=O)C(=O)NCC1CCCO1 (stereo not given)
    -5.3%, -21.4
49: Nc1n[nH]c(N)c1N=Nc1ccc(F)cc1
    i, nt
50: Cc1cc(NC(=O)CSc2c(C)[nH]c3ccccc23)no1
    i, nt
51: Cn1c(C(=O)NCCN2CCN(c3ccccc3F)CC2)cc2c(=O)n(C)c3ccccc3c21
    i, nt
52: CC(=O)Oc1ccccc1C1=NN(C(C)=O)C(c2ccccc2)C1 (stereo not given)
    ?, nt
53: Cc1ccc2nc(NC(=O)Cc3cccs3)sc2c1
    i, nt
54: O=C(COc1ccc2c(c1)oc(=O)c1ccccc12)NCCN1CCOCC1
    -13.4%, 1.2
55: CCc1nnc(NS(=O)(=O)c2ccc(N/C=C/C(=O)c3ccc(OC)cc3)cc2)s1
    -11.8%, -5.0
56: CCOc1ccc(NC(=O)NNC(=O)c2ccc(Cl)cc2Cl)cc1
    9.1%, 21.3
57: CN(C)c1nc(N(C)C)nc(N(C#N)CN2C(=O)c3ccccc3S2(=O)=O)n1
    ?, nt
58: Cc1ccccc1C(=O)Nc1nc(=S)ss1
    -6.5%, -8.8
59: COc1cccc(CNc2ccc(N3CCC(C)CC3)cc2)c1OC
    ?, nt
60: CC1=CCC(C(=O)O)C(C(=O)Nc2cccnc2)C1 (stereo not given)
    -2.7%, -1.8

Going on with the list:
Below each SMILES – S3 lipid droplet, S3 lipid droplet cell count max
61: C=CCSc1nccc(-c2cc(Cl)sc2Cl)n1
    ?, nt
62: CC(C)(C)OC(=O)NC(CO)c1cn([C@@H](Cc2cc3ccccc3[nH]2)C(=O)N2CCN(C(=O)OC(C)(C)C)CC2)nn1 (stereo not given in full)
    -15.7%, -1.3
63: COc1ccc(S(=O)(=O)N2CCCCC2)cc1NC(=O)c1ccc([N+](=O)[O-])o1
    6.7%, -16.0
64: O=C(c1ccc(OC2CCN(Cc3ccccn3)CC2)cc1)N1CCC[C@H]1CO
    14.7%, 22.6
65: O=C(NCCc1ccc(F)cc1)C(=O)NCC1CCCN1S(=O)(=O)c1ccccc1 (stereo not given)
    ?, nt
66: CC(C(=O)Oc1ccc2c(c1)OCO2)N1C(=O)c2ccccc2C1=O (stereo not given)
    ?, nt
67: Cc1ccc(C)c(N(C)C(=O)c2ccc3c(=O)n4c(nc3c2)CCCCC4)c1
    ?, nt
68: N#CC1=C(N)NC(SCC(=O)Nc2ccc(Br)cc2)=C(C#N)C12CCCCC2
    ?, nt
69: CCSC1=NCCN1C(=O)Cc1ccc(-c2ccccc2)cc1
    8.2%, 3.6
70: CCOC(=O)CC1(C)SC(NC(C)=O)=NN1C(C)=O (stereo not given)
    ?, nt
71: O=S(=O)(NCc1cccs1)c1ccc(Br)s1
    -16.5%, 9.6
72: CC(=O)c1c(C(C)=O)c(C)n(NC(=O)c2ccccc2Cl)c1C
    4.8%, -5.1
73: COc1ccc2cc(CCNC(=O)c3ccc4c(c3)OCO4)c(=O)[nH]c2c1
    ?, nt
74: COc1ccc(-c2coc3cc(OC4OC(CO)C(O)C(O)C4O)ccc3c2=O)cc1 (stereo not given)
    ?, nt
75: C=CCN(c1cccc(C(F)(F)F)c1)S(=O)(=O)c1cccc(C(=O)OCC(=O)NC(N)=O)c1
    12.8%, 1.3
76: CCN(CC(=O)NC(C)(C)C)Cc1cc(=O)n2c(-c3ccccc3)csc2n1
    11.9%, 14.1
77: Oc1c(Cl)cc(Cl)cc1/C=N/c1nc(-c2ccc(Cl)cc2)cs1
    2.2%, 7.6
78: O=C(c1ccco1)N1CCN(S(=O)(=O)c2cccc3nsnc23)CC1
    i, 2.4
79: O=C(Nc1ccccc1-c1ccccc1)c1ccccc1[N+](=O)[O-]
    i, 10.5
80: O=C(CCN1C(=O)c2ccccc2C1=O)Nc1ccc(S(=O)(=O)N2CCOCC2)cc1
    i, -6.5
81: CCSc1cc(C)nc2c(-c3ccccc3)cnn12
    8.4%, 6.3
82: CC(=O)Nc1ccc(NC2=CC(=O)CC(C)(C)C2)cc1
    i, nt
83: CCCC(C(=O)NCC1CCCO1)N(Cc1ccco1)C(=O)CNS(=O)(=O)c1ccccc1 (stereo not given)
    ?, nt
84: O=C(NCc1ccco1)c1cc2c(s1)CSC2
    ?, nt
85: CC(=O)N1CCN(S(=O)(=O)c2cccc(C(=O)Nc3nccs3)c2)CC1
    ?, nt
86: Cc1ccc2c(=O)cc(C(F)F)oc2c1
    ?, nt
87: Cn1c(SCC(O)c2ccccc2)nnc1-c1ccc2ccccc2c1 (stereo not given)
    -3.6%, -0.6
88: COc1ccc(N2CCn3c2nc2c3c(=O)n(CCCc3ccccc3)c(=O)n2C)cc1
    ?, nt
89: COC(=O)C1C2CCC(C2)C1C(=O)OCC(=O)c1ccccc1 (stereo not given)
    ?, nt
90: O=C1CN(C(=O)COc2c(F)c(F)cc(F)c2F)c2ccccc2N1
    2.2%, 13.6

In the list so far, three have a cyano group:
Below each SMILES – S3 lipid droplet, S3 lipid droplet cell count max
32: CC(C)(CO)C(O)C(=O)NCCC#N (stereo not given)
    6.9%, -11.1
57: CN(C)c1nc(N(C)C)nc(N(C#N)CN2C(=O)c3ccccc3S2(=O)=O)n1
    ?, nt
68: N#CC1=C(N)NC(SCC(=O)Nc2ccc(Br)cc2)=C(C#N)C12CCCCC2
    ?, nt

Pulled by structure from above, two records:
Below each SMILES – S3 lipid droplet, S3 lipid droplet cell count max
82: CC(=O)Nc1ccc(NC2=CC(=O)CC(C)(C)C2)cc1
    i, nt
83: CCCC(C(=O)NCC1CCCO1)N(Cc1ccco1)C(=O)CNS(=O)(=O)c1ccccc1 (stereo not given)
    ?, nt

Continued.
Below each SMILES – S3 lipid droplet, S3 lipid droplet cell count max
91: CCC(=O)Nc1c2c(nc3c1CCC3)CCCC2
    ?, nt
92: Cn1c(SCc2ccccc2Br)nc2ccccc2c1=O
    ?, nt
93: CCN(CC)C(=O)C1CCN(Cc2ccc(OCc3ccccc3)c(OC)c2)CC1
    ?, nt
94: O=C(/C=C/c1ccc(Cl)cc1)Nc1ccc(N2CCOCC2)cc1
    ?, nt
95: Cc1c[nH]c2cccc(OCC(CNC(C)(C)C)OC(=O)c3ccccc3)c12 (stereo not given)
    ?, nt
96: OCCC1CN(Cc2ccc3c(c2)CCO3)CCN1C1CCCC1 (stereo not given)
    ?, nt
97: Cc1cccc(-c2noc(-c3ccoc3C)n2)c1
    -12.8%[9.22 µM], -19.7
98: CN(C)C=NC(=O)c1cn(-c2ccc(F)cc2)c(=O)c2ccccc12
    ?, nt
99: COc1cccc(C(=O)NNC(=O)c2cccnc2)c1
    i, -3.2
100: CC1CCN(C(=O)CSc2nnc(-c3cc4ccccc4cc3O)n2Cc2ccco2)CC1
    ?, nt
101: COc1ccccc1CNC(=O)C/C(C)=N/NC(=O)Cc1ccc(OC)c(OC)c1
    -0.9%, 6.4
102: CN(C)S(=O)(=O)c1cccc(C(=O)OCC(=O)NCc2ccc3c(c2)OCO3)c1
    ?, nt
103: CCn1nc(NC(=O)c2cccnc2)c2cc3ccccc3nc21
    ?, nt
104: COC(=O)C1=C(C)NC(C)=C([N+](=O)[O-])C1c1ccccc1C(F)(F)F (stereo not given)
    ?, 2.3
105: COc1ccc(S(=O)(=O)N2CCOCC2)cc1C(=O)NC1CCCCC1
    i, 4.9
106: Cc1ccc(S(=O)(=O)N2CC3CCCC2C3)cc1 (stereo not given)
    -6.3%, 6.3
107: O=C(CCNS(=O)(=O)c1ccc(Cl)cc1)N1CCN(Cc2ccccc2)CC1
    -8.4%, -14.8
108: Cc1cccc(N2CCN(C(=O)C3CC(=O)N(C4CCCC4)C3)CC2)c1C (stereo not given)
    ?, nt
109: COc1ccc(-n2c(Cc3cccn3C)nnc2SCC(=O)Nc2ccc(C)cc2C)cc1
    8.9%, -11.5
110: CSc1ccccc1OCc1cc(C(=O)NCCC2CCCCO2)no1 (stereo not given)
    ?, nt
111: CC(=O)c1c(N2CCN(C)CC2)nc(=S)n(-c2cc(C)ccc2C)c1C
    ?, nt
112: COc1cccc2c(=O)c3ccccc3oc12
    -21.3%&-0.9%, 3.8&5.1
113: CC1=NN(C(=O)Cn2nc([N+](=O)[O-])c(Br)c2C)C(O)(C(F)(F)F)C1 (stereo not given)
    -4.5%, 9.3
